# Eya2 phos inh: qHTS Assay for Inhibitors of the Phosphatase Activity of Eya2; Protein phosphatase EYA2 (Homo sapiens), O00167; recombinant Eya2, OMFP fluorescence dephosphorylation (OMFP is methylfluorescein phosphate); Potency, µM (highest dose often 76.9 µM), without a hit: at the top dose activity, negative = inhibition, hits mostly inhibitors; actives 0.006% (n = 330,000); AID 488837, 2010; note: potency is the fitted concentration of half-maximal effect; % is set by controls: 0 for no effect and ±100 for the full control effect
# Target sequence (O00167 whole entry, looked up): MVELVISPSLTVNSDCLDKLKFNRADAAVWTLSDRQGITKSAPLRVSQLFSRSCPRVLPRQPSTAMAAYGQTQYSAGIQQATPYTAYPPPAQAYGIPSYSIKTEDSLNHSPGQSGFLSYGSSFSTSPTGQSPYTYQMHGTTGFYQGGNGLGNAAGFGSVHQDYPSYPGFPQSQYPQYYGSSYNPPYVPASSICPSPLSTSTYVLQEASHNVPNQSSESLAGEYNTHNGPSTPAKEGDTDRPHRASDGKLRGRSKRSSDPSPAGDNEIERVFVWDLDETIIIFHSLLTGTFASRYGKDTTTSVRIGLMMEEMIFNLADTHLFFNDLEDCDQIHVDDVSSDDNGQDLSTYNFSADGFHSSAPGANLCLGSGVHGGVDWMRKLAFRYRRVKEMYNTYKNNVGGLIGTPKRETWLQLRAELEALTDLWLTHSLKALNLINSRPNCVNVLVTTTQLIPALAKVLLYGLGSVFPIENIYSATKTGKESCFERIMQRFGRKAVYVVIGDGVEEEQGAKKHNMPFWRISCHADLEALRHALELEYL
#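 Eya2 protein (added as 0.2 uM solution) was preincubated with compound for 10 min at ambient temperature in 50 mM HEPES pH 7.5, 50 mM NaCl, 5 uM MgCl2, 0.05% BSA, 1 mM DTT. OMFP (added at 50 uM) then reacted 10 min; fluorescence read at 485/525 nm.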
# Mito fusion yeast: qHTS Assay for Small Molecule Inhibitors of Mitochondrial Division or Activators of Mitochondrial Fusion; S. cerevisiae fusion-defective mutant growth rescue, CellTiterGlo 48 h; Potency, µM (doses to about 46.1 µM), without a hit: top-dose growth rescue (activation), hits mostly activators; actives 0.23% (n = 320,000); AID 485298, 2010;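 note: potency is the fitted concentration of half-maximal effect; % of control where 0% means no effect; nearly all actives have a fitted effect of over 45% in size; temperature-sensitive fusion mutants such as fzo1-1 at 37 °C on non-fermentable ethanol glycerol medium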
#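 Compounds are tested for their ability to restore growth of mitochondrial fusion-defective yeast strains at non-permissive 37C in YPEG medium over 48 hours. Viability is quantified by luciferase luminescence.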
# AT treatment: qHTS Assay for Identifying a Potential Treatment of Ataxia-Telangiectasia; […] A-T fibroblasts, KAP-1 phosphorylation AlphaLISA; neocarzinostatin DNA damage 30 min before lysis; Potency, µM (titrated, usually from 57.5 µM), without a hit: at the top dose activation, usual class: activators; actives 0.19% (n = 320,000); AID 485349, 2010; note: potency is the fitted concentration of half-maximal effect; % of control where 0% means no effect; nearly all actives have a fitted effect of over 45% in size
#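 ATM-like activity read as KAP-1 phosphorylation via AlphaLISA donor/acceptor antibody pairs after lysis and 6 hr at 25C. Cells were ATM-null patient fibroblasts ([…], hTERT), dosed 60 min, then exposed to the DSB inducer NCS for 30 min.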
# TCR act: Activators of T cell receptors: qHTS campaign. primary human leukocytes, anti-CD3, IL-2 HTRF, 48 h. Potency, µM (doses to about 9.22 µM), for the others: top-dose activation of IL-2 secretion, usual class: activators. AID 504894, 2011. 330,000 tested, under 10 active; note: % of control where 0% means no effect
#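 48 hr co-incubation of compounds, a-CD3 beads and primary human leukocytes; IL-2 quantified homogeneously by HTRF with anti-IL-2 K and d2 conjugates.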
# USP2a block: qHTS Assay for Inhibitors of Ubiquitin-specific Protease USP2a Using CHOP2 as the Reporter; actives 0.01% (n = 330,000); USP2 core, Ub-CHOP2 coupled fluorogenic reporter, 485/531; Potency, µM (titrated, usually from 38.3 µM), without a hit: at the top dose activity change, negative = inhibition, usual class: inhibitors; Ubiquitin carboxyl-terminal hydrolase 2 (Homo sapiens), O75604;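 note: potency is the fitted concentration of half-maximal effect; plate controls were DMSO wells for no effect and full inhibition by NEM control for full effect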
#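 Cell-free coupled assay: 10nM USP2 core preincubated 30min RT with compound in Tris-HCl pH 8.0/CaCl2/CHAPS buffer, then 25nM Ub-CHOP2 and 25nM reporter substrate; fluorescence (Ex 485/Em 531) read after 60min RT, normalized to NEM inhibition, concentration-response curves fitted.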
# ELG1 repair inh: qHTS screen for small molecules that inhibit ELG1-dependent DNA repair in human embryonic kidney (HEK293T) cells expressing luciferase-tagged ELG1. actives 2.3% (n = 330,000). Potency, µM (highest dose often 46.1 µM), for the others: at the highest dose activity change, negative = inhibition, most hits filed as inhibitors. HEK293T ELG1-luciferase reporter, luminescence, 16 h; DNA damage induced by 5-fluorouridine; note: potency is the fitted concentration of half-maximal effect; % is set by controls: 0 for no effect and ±100 for the full control effect; nearly all actives have a fitted effect of over 55% in size
#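 HEK293T cells expressing luciferase-tagged ELG1 (2,000/well) received 5-Fluorouridine plus compound or DMSO for 16 hr at 37 °C. Luciferase was read by ONE-Glo luminescence after 30 min at room temperature.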
# KCNH2 WT inh: qHTS for Inhibitors of KCHN2 3.1: Wildtype qHTS | actives 0.37% (n = 340,000) | activity change, % at 1.84 µM | U2OS, BacMam KCNH2, thallium flux FluxOr; active compounds read low | AID 720551, 2013;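 active = maximum activity change below -70%; inconclusive = maximum activity change between -70% and -50%; inactive = maximum activity change above -50%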; note: % is set by controls: 0 for no effect and ±100 for the full control effect
#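 U2OS cells were transduced with wild-type KCNH2 virus (2.03 x 10^8 / mL) for 4 h at room temperature, then cultured overnight at 37 C. Thallium flux was read with FluxOr dye. Rate constants were normalized to DMSO controls.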
# TRPV1 ag: HTS Assay for Compounds that Act as Agonists of the Vanilloid Receptor 1; TRPV1-expressing cells, Fluo-8 calcium influx, agonist mode; activation, % at 8.33 µM; actives 0.19% (n = 320,000); in the data active = activation above about 80%; inconclusive = between about 30% and that limit; note: 0% is about no effect
#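 Cells expressing TRPV1 were dye-loaded with Fluo-8 and read kinetically: 10 s baseline, 3 min after compound (agonist portion), then 2 min after EC20 capsaicin (allosteric enhancer portion). Calcium-bound dye fluorescence at 480/520 nm.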
# TSHR antag: Antagonists of the Thyroid Stimulating Hormone Receptor: HTS campaign; TSHR-expressing cells, TSH-stimulated cAMP HTRF, 2 h; active compounds read low; activity change, negative = inhibition, % at 11.5 µM; actives 0.2% (n = 330,000); Thyrotropin receptor (Homo sapiens), P16473; AID 504810, 2011;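 active = activity change below a set negative limit, meaning inhibition stronger than a set level, cut at about -70% in these data; inconclusive = activity change between two set negative limits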; note: % is set by controls: 0 for no effect and ±100 for the full control effect
#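 Competitive HTRF cAMP read-out (cryptate anti-cAMP antibody, cAMP-d2; 30 min, room temperature) in freshly harvested TSHR cells. Compounds added before TSH at EC80 (4nM final), followed by 2 hours' incubation at 37 deg C.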
# KCNH2 3.1 inh: qHTS for Inhibitors of KCHN2 3.1: Mutant qHTS; activity change, % (tested at about 1.8 µM); AID 720553, 2013; Potassium voltage-gated channel subfamily H member 2, brain isoform KCNH2 3.1 (human); U2OS KCNH2 3.1, thallium flux FluxOr; active compounds read low; actives 0.95% (n = 340,000);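 active = maximum activity change below -70%; inconclusive = maximum activity change from -70% to -50%; inactive = maximum activity change above -50%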;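 note: thallium influx rate constant from kinetic fluorescence after stimulation buffer; % is set by controls: 0 for no effect and ±100 for the full control effect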
#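 Thallium flux via FluxOr fluorescence (Red40 quencher, 45 min loading) in U2OS cells virally expressing the KCNH2 3.1 isoform (1.77 x 10^8 /mL virus, overnight at 37 C). Rate constants from 2-min kinetic reads post-stimulation, normalised to positive and negative controls.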
# Numbers without * were called inactive; ? = inconclusive; nt = not tested or not shown; [ ] = another dose, or the depositor's remark. Unless noted, calls come from the whole dose curve; as a rule, active = well fitted curve in the direction sought with a large enough effect; inconclusive = small, poorly fitted or top-dose-only effect, or another doubt; inactive = no such curve, though single readings can be large; an effect the other way counts as inactive or inconclusive.
# Below each SMILES – KCNH2 3.1 inh	TRPV1 ag	Eya2 phos inh	TSHR antag	TCR act	KCNH2 WT inh	ELG1 repair inh	USP2a block	Mito fusion yeast	AT treatment
- COc1ccc(CNC(=O)C2CC(c3ccc(C(F)(F)F)cc3)=NO2)cc1 (centres undefined)
 : -1	-2	-4%	-5	2%	2	-6%	7%	-14%	-42%
- COc1ccc(-c2nnc3ccc(SCC(=O)Nc4nc5ccccc5s4)nn23)cc1OC
 : -26	-2	-4%	-3	0%[46.1 µM]	-2	0.52µM*	0%	-6%	2%
- CC(=O)Oc1cccc(N2C(=O)c3ccc(C(=O)Nc4cccnc4)cc3C2=O)c1
 : 0	0	5%	-6	2%	1	22%	5%	4%	1%
- Cc1cccc(N2CCN(C(=O)CCN3C(=O)C4C5C=CC(C5)C4C3=O)CC2C)c1 (centres undefined)
 : -8	?	-10%	-1	1%	-1	-18%	1%	2%	1%
- O=C(NCCc1ccc(Cl)cc1)c1ccc2ccccc2n1
 : 4	?	-1%	-5	-39%	-10	?	0%	17%	5%
- COc1cccc(NC(=O)c2ccccc2C(F)(F)F)c1
 : 8	-1	15%	-6	-7%	0	?	2%	-4%	4%
- O=C(OCCc1ccccc1)c1cc(O)c(O)c(O)c1
 : 2	2	-38%	-10	-1%	-8	?	0%	2%	7%
- COc1ccccc1CNS(=O)(=O)c1ccc(NC(C)=O)cc1
 : 12	-3	-4%	8	nt	6	-10%	2%	-1%	7%
- Cc1cc(OCC(=O)Nc2ccc(CN3CCOCC3)cc2)c2c(C)c(C)c(=O)oc2c1
 : 10	2	-6%	-9	1%	-3	?	-4%	-1%	-2%
- O=C(CC(=O)Nc1ccccc1C(F)(F)F)Nc1ccccc1C(F)(F)F
 : 14	3	-3%	-2	4%	-2	-9%	0%	-1%	3%

# In the list so far, 4 have a halogen:
# Below each SMILES – KCNH2 3.1 inh	TRPV1 ag	Eya2 phos inh	TSHR antag	TCR act	KCNH2 WT inh	ELG1 repair inh	USP2a block	Mito fusion yeast	AT treatment
- COc1ccc(CNC(=O)C2CC(c3ccc(C(F)(F)F)cc3)=NO2)cc1 (centres undefined)
 : -1	-2	-4%	-5	2%	2	-6%	7%	-14%	-42%
- O=C(NCCc1ccc(Cl)cc1)c1ccc2ccccc2n1
 : 4	?	-1%	-5	-39%	-10	?	0%	17%	5%
- COc1cccc(NC(=O)c2ccccc2C(F)(F)F)c1
 : 8	-1	15%	-6	-7%	0	?	2%	-4%	4%
- O=C(CC(=O)Nc1ccccc1C(F)(F)F)Nc1ccccc1C(F)(F)F
 : 14	3	-3%	-2	4%	-2	-9%	0%	-1%	3%

# Next part
# Below each SMILES – KCNH2 3.1 inh	TRPV1 ag	Eya2 phos inh	TSHR antag	TCR act	KCNH2 WT inh	ELG1 repair inh	USP2a block	Mito fusion yeast	AT treatment
- Cc1ccc(S(=O)(=O)N(CC(=O)N2CCc3ccccc3C2)c2ccc(Cl)c(Cl)c2)cc1
 : -45	27	-2%	13	-1%[46.1 µM]	-13	-15%	0%	23%	-1%
- CC(C)C(c1nnnn1CCc1ccccc1)N1CCOCC1 (centres undefined)
 : 1	0	-20%	-3	1%	1	0%	-7%	4%	-2%
- NS(=O)(=O)c1ccc(CCNC(=O)C2CCN(C(=O)Nc3ccccc3)CC2)cc1
 : 8	nt	-38%	1	-4%	-7	0%	3%	nt	nt
- COc1ccc(/C(O)=C2\C(=O)C(=O)N(c3cc(C)on3)C2c2ccccc2OC)cc1 (centres undefined)
 : -4	-10	-26%	14	-2%	0	-1%	2%	-2%	10%
- CCc1ccc(CN2CCCC(CNS(=O)(=O)c3ccc(OC)cc3)C2)cc1 (centres undefined)
 : -71*	5	5%	-7	0%	-26	-16%	1%	-15%	0%
- CN(CC(=O)Nc1ccccc1Cl)C(=O)COC(=O)C1=COCCO1
 : 4	6	-31%	11	-1%	8	?	0%	3%	1%
- CCCn1c(SCC(=O)Nc2nnc(CC)s2)nc2c1c(=O)n(C)c(=O)n2C
 : nt	-2	4%	-6	nt	nt	-5%	3%	0%	3%
- Cc1ccc(C(=O)N(CC(=O)NC2CCCC2)c2ccccc2C)s1
 : -6	?	4%	15	-1%	11	5%	1%	26%	2%
- CN(Cc1cnn(C)c1)C(=O)C1CCC(=O)N(Cc2cccc(F)c2)C1 (centres undefined)
 : -12	-3	-4%	24	-2%	-1	4%	2%	1%	6%
- CCN(CC)CCNC(=O)c1cc(-c2ccco2)nc2ccccc12
 : -9	-2	-26%	3	-4%	27	1%	1%	?	1%

# Other results.
# Below each SMILES – KCNH2 3.1 inh	TRPV1 ag	Eya2 phos inh	TSHR antag	TCR act	KCNH2 WT inh	ELG1 repair inh	USP2a block	Mito fusion yeast	AT treatment
- CSc1nnc2n(C3CCCCC3)c(=O)c3c4c(sc3n12)CCCC4
 : nt	1	-6%	-5	nt	nt	-6%	-1%	7%	1%
- Cc1oc(-c2ccc(Cl)cc2)nc1CS(=O)CC(=O)NCCCN1CCOCC1 (centres undefined)
 : 9	2	3%	1	4%	7	20%	1%	-2%	2%
- O=C(Nc1ccc2ccccc2c1)N1CCN(c2ncccc2C(F)(F)F)CC1
 : 4	-5	-2%	4	0%	-4	?	-6%	4%	6%
- Cc1cc(C)n(CC2CC(=O)N(c3ccccc3)C2=O)n1 (centres undefined)
 : -5	1	14%	-3	7%	23	3%	1%	2%	-8%
- O=C(c1ccc2nc(N3CCOCC3)sc2c1)N1CCN(C(=O)c2ccco2)CC1
 : -2	1	-16%	9	-1%	-1	-13%	-1%	-1%	5%
- CC(C)CNC(=O)Nc1ccccc1F
 : 8	3	-3%	-1	-4%	nt	10%	1%	3%	-4%
- COC(=O)CNC(=O)c1cc(-c2ccncc2)nc2ccccc12
 : 10	-5	1%	13	3%	11	4%	0%	-18%	4%
- CCC(CC)c1nc2cc(OC)c(OC)cc2c(=O)o1
 : 16	-4	18%	-2	0%	-11	5%	0%	-1%	-8%
- O=C1CC(c2ccc3c(c2)OCO3)Sc2nc3ccccc3n21 (centres undefined)
 : 6	3	6%	-12	-3%	-12	?	-7%	-9%	4%
- COc1ccccc1/C=N/NC(=O)CO
 : -2	-3	-6%	4	-7%	2	0%	0%	-5%	-1%

# Continuation.
# Below each SMILES – KCNH2 3.1 inh	TRPV1 ag	Eya2 phos inh	TSHR antag	TCR act	KCNH2 WT inh	ELG1 repair inh	USP2a block	Mito fusion yeast	AT treatment
- CC1CCN(S(=O)(=O)c2ccc3c(c2)CC(C)N3C(=O)C2CCC2)CC1 (centres undefined)
 : -19	?	-15%	26	-9%	11	-7%	1%	?	3%
- C[C@@H]1CCC(=O)N(C[C@@H](C)CSc2ccc(Br)cc2)CC1
 : -113*	?	3%	-31	3%	-1	-1%	4%	29%	16%
- Cc1cnn(-c2nc(-c3ccccc3)cc(-c3ccccc3)n2)c1
 : -13	?	-2%	40	-5%	5	21µM*	-3%	12%	0%
- COc1ccc2ccccc2c1CNC(C)c1ccccc1 (centres undefined)
 : 14	9	11%	13	nt	6	0%	0%	-8%	11%
- CCC(CC)COC(=O)C1=C(C)NC(=O)NC1c1ccc(N(C)C)cc1 (centres undefined)
 : -22	20	-6%	-1	1%	-7	?	-1%	3%	-4%
- O=C(NC1CCCCC1)NC1CCN(S(=O)(=O)c2ccc3c(c2)OCCO3)CC1
 : 2	-3	4%	-3	0%	4	-7%	-2%	-4%	-4%
- O=C(NCCCN1CCCCC1)C1(S(=O)(=O)c2ccc(Cl)cc2)CC1
 : -2	3	-6%	8	4%	-3	8%	3%	-5%	-1%
- CCCNC(=O)Cn1c(=O)/c(=C\c2ccc(-c3cccc([N+](=O)[O-])c3)o2)s/c1=C\C(=O)C(C)(C)C
 : 2	-3	1%	24	-4%[46.1 µM]	-16	?	-2%	1%	-12%
- CC(NC(=O)c1ccccc1)C(c1cccs1)N1CCOCC1 (centres undefined)
 : 4	7	8%	7	4%	-14	28%	-1%	-6%	6%

# A portion of the library; rates above refer to the full screens.
